hiPSC survival: enhancers of human iPSC single-cell survival; hiPSC single-cell survival, ATPlite luminescence; 100% = ROCK inhibitor wells, 0% = DMSO; survival enhancement, % at 20 µM; 360,000 tested, 0.044% active; AID 602274; in the data active means survival enhancement above about 18%;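 further: cells exposed to compounds for 16 hours before the ATP read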
CaV13 FRET inh: Primary screen for inhibitors of IQ motif and Ca2+-dependent inactivation inhibitor domain binding in CACNA1D, Förster resonance energy transfer in living cells, … | 340,000 tested, 0.098% active | HEK cells, CFP/YFP FRET ICDI-IQ, plate reader, 10 min; percent FRET-ratio fall versus neutral wells | inhibition, % at 12.3 µM;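 active means mean replicate inhibition of at least 30% and at least 1% of replicates passing that level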;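 further: 0% = median of the neutral control wells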
H9c2 protect: modulators protecting cardiomyocytes from myocardial damage; H9c2 cardiomyocytes, H2O2 injury protection, ATPLite, 2 h; protection from H2O2 cell death, % at 20 µM; 360,000 tested, 0.63% active;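 active means compounds giving at least 50% protection of heart cells from peroxide-induced death in the single-dose screen, raw or plate-pattern-corrected value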;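 further: 0% = DMSO wells with peroxide and 100% = DMSO wells without peroxide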
aDG glyco up: increases alpha dystroglycan glycosylation; Pro5-aDG cells, alpha-DG glycosylation AlphaScreen (IIH6); 0% Pro5, 100% B10-LARGE cell signal; activation, % at 10 µM; 360,000 tested, 0.22% active; AID 624168;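 active means activation of at least 8% versus controls, or a plate z-score of at least 8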;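 further: Pro5 are CHO cells carrying HIG-tagged alpha-DG that lacks glycosylation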
ABCB6 inh MLPCN: human ABCB6 transporter inhibition; Q9NP58; K562-ABCB6 porphyrin accumulation, flow cytometry, 1 h; hits give low values; fluorescence ratio to DMSO, % at 10 µM; 360,000 tested, 0.19% active; AID 602162;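 active means fluorescence ratio to DMSO below 75%, the collection mean minus 3 SD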;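 further: signal is porphyrin accumulated inside mitochondria; 100% equals median channel fluorescence of DMSO control wells; lower ratio means ABCB6 inhibition with less porphyrin fluorescence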
m5-HT2A agonist: activates the mouse 5-HT2A serotonin receptor | P35363 | CHO-K1 mHTR2A beta-arrestin complementation, luminescence; percent of 30 µM serotonin response | activation, % at 7.6 µM | 360,000 tested, 0.66% active;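 active means activation above a run cutoff, the mean activation of all tested compounds plus 3 SD, cut at about 14% in these data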;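 further: 0% = plate median of compound wells and 100% = 30 µM serotonin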
Target sequence (P35363 whole entry, looked up): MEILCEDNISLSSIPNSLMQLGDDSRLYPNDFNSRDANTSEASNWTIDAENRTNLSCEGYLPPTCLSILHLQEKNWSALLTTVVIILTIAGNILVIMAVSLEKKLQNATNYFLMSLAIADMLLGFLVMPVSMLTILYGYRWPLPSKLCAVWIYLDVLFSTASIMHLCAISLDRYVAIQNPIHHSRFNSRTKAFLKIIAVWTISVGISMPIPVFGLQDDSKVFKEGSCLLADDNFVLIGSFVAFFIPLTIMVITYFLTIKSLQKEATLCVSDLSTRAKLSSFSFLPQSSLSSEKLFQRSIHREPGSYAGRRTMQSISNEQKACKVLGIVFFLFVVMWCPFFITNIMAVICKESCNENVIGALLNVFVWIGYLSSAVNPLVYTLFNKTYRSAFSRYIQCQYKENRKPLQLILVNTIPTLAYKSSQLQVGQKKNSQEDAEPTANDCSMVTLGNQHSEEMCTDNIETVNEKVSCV
PDI inh: PDI (human) enzyme inhibition | PDI insulin aggregation turbidity, A650, 90 min | inhibition, % at 10 µM | 350,000 tested, 0.052% active;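 active means mean inhibition across replicates of 30% or more, whatever share of single replicates reach that level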;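 further: absorbance from insulin aggregation driven by PDI reduction with DTT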
Target sequence (P07237 whole entry, looked up): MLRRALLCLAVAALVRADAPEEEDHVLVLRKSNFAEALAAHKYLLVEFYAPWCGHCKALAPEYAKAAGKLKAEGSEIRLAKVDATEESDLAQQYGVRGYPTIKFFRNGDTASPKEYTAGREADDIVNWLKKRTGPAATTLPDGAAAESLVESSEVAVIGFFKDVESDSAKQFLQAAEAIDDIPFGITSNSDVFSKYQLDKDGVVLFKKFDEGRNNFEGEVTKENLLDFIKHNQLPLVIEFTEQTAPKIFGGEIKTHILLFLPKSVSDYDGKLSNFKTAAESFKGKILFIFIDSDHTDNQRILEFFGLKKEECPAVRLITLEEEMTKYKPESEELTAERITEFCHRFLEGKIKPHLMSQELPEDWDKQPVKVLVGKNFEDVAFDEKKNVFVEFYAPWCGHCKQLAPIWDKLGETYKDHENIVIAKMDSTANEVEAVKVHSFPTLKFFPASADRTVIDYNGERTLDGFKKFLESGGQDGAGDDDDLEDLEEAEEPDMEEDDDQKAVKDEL
Vif inh: blocks HIV Vif function; HEK293T cells, Vif self-association by quenched fluorescence, imaging, 24 h; AID 602346; 340,000 tested, 0.35% active; inhibition, % at 7.49 µM; in the data active means inhibition above about 50%, passing the limit was not always enough; further: some results filed as inactive read as strong as hits
N-glyco inh: N-linked glycosylation inhibition. D54 ERlucT glycosylation luciferase reporter, 24 h; percent of 100 nM tunicamycin response. reporter increase, % at 12.5 µM. 360,000 tested, 0.23% active;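 active means mean luciferase reporter signal, scaled so untreated is 0 and the glycosylation-blocking control 100, at or above a set limit in every replicate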;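 further: luciferase carries N-glycosylation sites so blocking glycosylation raises the light; 0% = median of neutral control wells and 100% = median of 100 nM tunicamycin wells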
Granule exo inh: blocks lytic granule exocytosis | TALL-104 LAMP-1 surface exposure, flow cytometry; cells stimulated with thapsigargin and PMA | inhibition, % at 10 µM | 360,000 tested, 0.66% active;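 active means inhibition above about 55%, limit read from the data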
The depositor's hits bear a star; nt = no result given. The order is random. Share with any hit: about 3.1%.

1) Cc1ccc(NS(=O)(=O)c2ccc3c(c2)NC(=O)CC(=O)N3)cc1C
2) CC(C)(CNC(=O)CC1C(=O)NCCN1Cc1cccc(F)c1)N1CCOCC1 (centres undefined)
3) CC(OC(=O)c1cccc(NS(C)(=O)=O)c1)C(=O)Nc1ccc2c(c1)OCO2 (centres undefined)
4) CC(C)N(CCNC(=O)c1ccc(NC2=NC3CS(=O)(=O)CC3S2)cc1)Cc1ccco1 (centres undefined)
5) Cc1cccc(C)c1NC(=O)CN(C)C(=O)c1ccc(-n2cncn2)c([N+](=O)[O-])c1
6) O=C(NC(=S)NCCc1ccc(Cl)cc1)c1ccco1
7) Cc1ccc(C)c(S(=O)(=O)N2CCCOC2CNC(=O)C(=O)NCCC2=CCCCC2)c1 (centres undefined)
8) Cc1cc(C(=O)OCC(=O)N2CCN(C(=O)c3ccco3)CC2)c(C)n1-c1ccc(F)cc1
Screen / compound no.	1	2	3	4	5	6	7	8
hiPSC survival	1.1	-0.2	-0.1	-2.6	0.5	-1.2	-2.1	0.1
CaV13 FRET inh	-1	-5	-2	26	-6	-5	-4	nt
H9c2 protect	37	0	-6	12	-3	-8	-12	-2
aDG glyco up	-0.5	-0.3	-0.1	-0.1	0.1	0.6	0.0	-0.1
ABCB6 inh MLPCN	99	100	94	100	95	105	93	90
m5-HT2A agonist	-2	0	-6	3	-2	-2	-2	8
PDI inh	5	-3	1	nt	-2	0	8	-2
Vif inh	5	2	-3	-5	-10	-2	-7	-15
N-glyco inh	-2	-1	-1	2	4	-1	-5	0
Granule exo inh	-1	-3	-1	-2	0	0	18	-2

An excerpt from above with just H9c2 protect.
| item | Molecule | H9c2 protect |
| --- | --- | --- |
| 5 | Cc1cccc(C)c1NC(=O)CN(C)C(=O)c1ccc(-n2cncn2)c([N+](=O)[O-])c1 | -3 |
| 2 | CC(C)(CNC(=O)CC1C(=O)NCCN1Cc1cccc(F)c1)N1CCOCC1 (centres undefined) | 0 |
| 1 | Cc1ccc(NS(=O)(=O)c2ccc3c(c2)NC(=O)CC(=O)N3)cc1C | 37 |

Next section:
9) COc1cccc(CN(C)C[C@H]2OCc3cnnn3CCCC(=O)N([C@H](C)CO)C[C@@H]2C)c1
10) CC(C)c1nc(SCc2c(F)cccc2Cl)c2c(=O)n(C)c(=O)n(C)c2n1
11) O=C(N/N=C/c1ccc([N+](=O)[O-])cc1)c1ccc2nc[nH]c2c1
12) COCc1ccc(CN2CCCC(CCC(=O)NCc3ccc(C)o3)C2)o1 (centres undefined)
13) CCCCCC(=O)N(Cc1ccccc1)c1c(N)n(CCOC)c(=O)[nH]c1=O
14) O=C(Cc1cccs1)Nc1ccccc1NC(=O)Cc1cccs1
15) Cc1n[nH]c(=S)n1/N=C/c1ccc(Br)o1
16) Cc1ccc(-c2nn(C)c(=O)c3ccccc23)cc1CNC(=O)CN1CCOCC1
Screen / compound no.	9	10	11	12	13	14	15	16
hiPSC survival	4.4	5.3	-2.5	0.2	0.7	3.9	2.2	-0.6
CaV13 FRET inh	-5	nt	nt	-6	-8	-3	-5	nt
H9c2 protect	-4	-18	17	-9	-4	6	5	11
aDG glyco up	0.3	-0.1	0.0	0.0	-0.3	0.4	0.3	0.2
ABCB6 inh MLPCN	100	93	107	102	102	103	94	93
m5-HT2A agonist	6	1	-1	5	5	-6	1	7
PDI inh	-14	nt	2	2	-3	1	6	8
Vif inh	12	-6	11	-3	nt	9	6	4
N-glyco inh	4	-8	-1	2	3	3	-1	1
Granule exo inh	-1	-4	-1	0	5	-5	0	1

17) COc1cc(OC)cc(-c2c(-c3cccs3)c3cc(-c4ccc(OC)c(F)c4)ccc3n2C)c1
18) O=C(OCC(=O)c1c[nH]c2ccccc12)c1cccc(S(=O)(=O)N2CCCCCC2)c1
19) O=C(NCc1ccc2c(c1)OCO2)c1cc2n(n1)C(C(F)(F)F)CC(c1ccc3c(c1)OCO3)N2 (centres undefined)
20) CC(C)Oc1cccc(C(=O)C2CCCN(C(=O)c3ccccn3)C2)c1 (centres undefined)
21) CCn1ncc(C2=NOC(C(=O)NCCc3ccccc3)C2)c1C (centres undefined)
22) Cn1c(=O)c2c(ncn2CCCC(=N)N2CCOCC2)n(C)c1=O
23) FC(F)(F)c1cccc(NC(=S)N2CCN(c3ccccn3)CC2)c1
24) CC1CN(C(=O)CCC(=O)NCc2ccccc2)c2cc(Cl)ccc2O1 (centres undefined)
Screen / compound no.	17	18	19	20	21	22	23	24
hiPSC survival	0.1	3.7	0.7	-0.7	0.8	-0.5	2.6	0.8
CaV13 FRET inh	-12	-5	-9	-4	-3	-7	5	-6
H9c2 protect	-3	-9	-5	1	-2	1	-14	-4
aDG glyco up	0.2	0.1	-0.2	0.1	0.1	0.4	-0.4	0.0
ABCB6 inh MLPCN	96	99	107	98	97	95	101	98
m5-HT2A agonist	-1	2	-1	3	-2	-1	-3	-8
PDI inh	9	3	-1	3	6	6	14	nt
Vif inh	-6	-9	-5	-6	1	18	0	-5
N-glyco inh	-3	-2	-1	-3	2	2	2	-1
Granule exo inh	-4	10	1	1	14	2	-2	6

Quoted from the listing:
Cc1cccc(C)c1NC(=O)CN(C)C(=O)c1ccc(-n2cncn2)c([N+](=O)[O-])c1 in m5-HT2A agonist = -2
CC1CN(C(=O)CCC(=O)NCc2ccccc2)c2cc(Cl)ccc2O1 (centres undefined) in Granule exo inh = 6

The list goes on.
25) C/C(=N\Nc1ccccc1[N+](=O)[O-])c1ccc(N2CCOCC2)cc1
26) NC(=O)CSc1nnc(Cn2cnc3ccccc32)o1
27) Cc1nc(NCc2ccccn2)c2ccccc2n1
28) O=C(NCCc1ccccc1)C(=O)Nc1ccc([N+](=O)[O-])cc1
29) CCOc1ccc(S(=O)(=O)NCCC(=O)OCC(=O)N2CC(=O)Nc3ccccc32)cc1
30) O=C(O)CCSc1nnc(SCC(=O)NCC(F)(F)F)s1
31) COc1ccc(N2CCN(C(=O)c3cccc(S(=O)(=O)N4CCOCC4)c3)CC2)cc1
32) COc1ccc(Cl)cc1S(=O)(=O)Nc1ccc(Cl)cn1
Screen / compound no.	25	26	27	28	29	30	31	32
hiPSC survival	-0.1	0.9	2.9	-0.2	-0.8	-0.4	-1.1	-0.2
CaV13 FRET inh	-4	7	nt	-4	-19	-5	-3	-19
H9c2 protect	-8	5	-17	1	-13	3	5	-5
aDG glyco up	-0.3	-0.4	1.9	-0.1	0.1	-0.2	-0.2	0.3
ABCB6 inh MLPCN	100	92	106	99	92	99	96	102
m5-HT2A agonist	1	3	3	-1	10	3	-4	4
PDI inh	1	-1	14	-6	-7	3	-3	-13
Vif inh	-5	1	-3	-4	15	3	12	-2
N-glyco inh	0	3	1	2	5	4	-1	-1
Granule exo inh	-1	0	0	-1	-1	2	-6	-7

33) O=C1CC(c2ccccc2)(c2ccccc2)c2ccccc21
34) O=C(c1cc2ccccc2oc1=O)N(Cc1cccs1)C1CCS(=O)(=O)C1 (centres undefined)
35) O=C(CN1CCN(Cc2ccccc2)CC1)NCCc1ccccc1
36) Brc1cnc(N2CCCC2)nc1N1CCCCC1
37) Cc1cc(C)n(-c2ccc(C(=O)N3CC(C)OC(C)C3)cc2)n1 (centres undefined)
38) Cc1ccsc1/C=N/NC(=O)CNC(=O)c1c(F)cccc1Cl
39) CC(C)(C)C(=O)NC1CC2CCCC(C1)N2C(=O)Nc1ccccc1F (centres undefined)
40) COc1cc(C(=O)N2CCN(C(=O)C3CC3)CC2)cc(OC)c1OC
Screen / compound no.	33	34	35	36	37	38	39	40
hiPSC survival	1.0	-0.7	-0.3	2.7	2.6	-0.7	-0.7	-4.1
CaV13 FRET inh	-4	-2	5	-2	-7	-5	1	nt
H9c2 protect	-2	6	4	-13	-6	-2	0	6
aDG glyco up	-0.1	0.1	-0.1	0.0	-0.2	0.1	0.0	0.2
ABCB6 inh MLPCN	103	97	100	100	90	96	95	93
m5-HT2A agonist	1	0	-4	3	3	0	-2	-2
PDI inh	6	-5	2	nt	-2	-2	-6	-22
Vif inh	0	nt	-4	-1	nt	-1	8	-7
N-glyco inh	-4	0	1	-8	0	7	1	0
Granule exo inh	-2	-1	-5	-5	0	-2	-4	2

41) CC(C)(C)c1ccc(NNC(=O)C2CCC2)cc1
42) CCOc1cc2[nH]c(=O)n(CCCCC(=O)N3CCCCCC3)c(=O)c2cc1OCC
43) CCCCNC(=O)CCc1c(C)nc2c(c(C)nn2-c2ccccc2)c1C
44) O=C(NCC1CCCO1)C1CCN(CC2CCCCC2)CC1 (centres undefined)
45) COc1ccccc1CNC(=O)C1CCN(C(=O)NC2CCCCC2)CC1
46) CC(C)(C)c1cc(NC(=O)CSc2nnc(N)s2)n(-c2ccccc2)n1
47) Cc1noc(C)c1NC(=O)N(C)C[C@H]1OCc2cnnn2CCCC(=O)N([C@H](C)CO)C[C@@H]1C
48) Cc1nc(-c2ccc(S(=O)(=O)Nc3ccc(Br)cc3F)cc2)co1
Screen / compound no.	41	42	43	44	45	46	47	48
hiPSC survival	-0.5	-1.0	1.1	-2.1	0.1	0.0	0.4	-0.4
CaV13 FRET inh	-5	-3	-3	-5	-4	-6	-3	-14
H9c2 protect	-7	5	1	1	-1	2	-6	-1
aDG glyco up	-0.1	-0.1	0.0	-0.1	-0.4	-0.1	0.1	-0.4
ABCB6 inh MLPCN	97	97	91	97	96	91	100	87
m5-HT2A agonist	4	4	-4	0	-1	1	1	7
PDI inh	-3	-1	-13	8	0	-7	-4	4
Vif inh	-5	9	-2	-11	-6	0	0	-4
N-glyco inh	-1	1	-7	0	0	1	-1	3
Granule exo inh	10	1	-7	-1	3	-6	3	-1

49) O=S(=O)(c1ccc(Cl)cc1)N1CCCC1c1nc2ccccc2s1 (centres undefined)
50) CCNc1nc(SCC(=O)Nc2ccc(Cl)c(Cl)c2)nc(N(C)C)n1
51) CC(=O)Oc1ccc(C(=O)Nc2cccc(-c3nnc(-c4ccco4)o3)c2)cc1
52) Cc1ccc(OCCOCCOc2ccc(Br)cc2/C=N\NC(=O)c2ccncc2)cc1
53) CSC(SC)=C(C#N)C(=O)c1ccccc1
54) CCOc1ccc(CCNC(=O)c2cccc3c2C(=O)N(CCOC)C3)cc1OCC
55) CCSc1nnc2ccc(-c3cccs3)nn12
56) CCOP(=O)(OCC)C(O)c1cc(OC)c(OC)c(OC)c1 (centres undefined)
57) OC(CN1CCCCC1)CN(c1ccccc1)c1ccccc1 (centres undefined)
58) CCN(CC)S(=O)(=O)c1ccc(NC2=NS(=O)(=O)c3ccccc32)cc1
Screen / compound no.	49	50	51	52	53	54	55	56	57	58
hiPSC survival	-0.2	0.9	0.0	-1.4	-0.1	-0.5	-0.5	0.4	-4.2	-0.1
CaV13 FRET inh	-3	-4	-4	-18	-5	-4	7	-2	0	-9
H9c2 protect	1	-16	26	6	2	-2	7	6	-25	7
aDG glyco up	0.4	1.2	-0.1	0.2	-0.5	0.0	0.0	0.0	0.2	-0.1
ABCB6 inh MLPCN	94	101	92	98	100	93	87	99	93	96
m5-HT2A agonist	-4	-1	1	-6	0	-2	1	7	-6	-2
PDI inh	-4	3	2	-6	-5	-2	-1	8	4	0
Vif inh	-8	2	-10	2	5	-3	-5	4	17	2
N-glyco inh	0	-3	1	7	6	1	-1	1	-2	-2
Granule exo inh	0	-6	-2	-1	56*	0	-4	5	0	-5

From PubChem BioAssay
